OXTR potentiate = potentiates the human oxytocin receptor response; P30559; CHO-OTR cells, Fluo-8 calcium fluorescence, potentiator mode; 0% = oxytocin EC15, 100% = EC100; activation, % at 3 µM; actives 0.061% (n = 320,000);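 active means activation above that plate's cutoff, the mean activation of tested compounds plus 3 SD, cut at about 6.6% in these data, passing the limit was not always enough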;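 further: 100% uses oxytocin at 75 nM as the full agonist control; some results filed as inactive read as strong as hits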
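System: human OTR in CHO cells; Also added: sub-maximal oxytocin, roughly EC15; Timing: compound 6 min at room temperature before oxytocin, 100 s read; Technique: Fluo-8 intracellular calcium fluorescence, ex 470-495, em 515-575 nm; Controls: oxytocin EC15 low and EC100 high; Replication: singlicate.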
TAAR1 antag = antagonists of human TAAR1; Q96RJ0; inhibition, % at 3 µM; CHO RD-HGA16 TAAR1, Fluo-8 calcium fluorescence, antagonist; actives 1.5% (n = 360,000); AID 624466;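 active means inhibition above a per-plate cutoff, the mean inhibition of test compounds on that plate plus 3 SD, cut at about 49% in these data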;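 further: 0% = DMSO plus EC80 beta-PEA response and 100% = DMSO alone without agonist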
Target sequence (Q96RJ0 whole entry, looked up): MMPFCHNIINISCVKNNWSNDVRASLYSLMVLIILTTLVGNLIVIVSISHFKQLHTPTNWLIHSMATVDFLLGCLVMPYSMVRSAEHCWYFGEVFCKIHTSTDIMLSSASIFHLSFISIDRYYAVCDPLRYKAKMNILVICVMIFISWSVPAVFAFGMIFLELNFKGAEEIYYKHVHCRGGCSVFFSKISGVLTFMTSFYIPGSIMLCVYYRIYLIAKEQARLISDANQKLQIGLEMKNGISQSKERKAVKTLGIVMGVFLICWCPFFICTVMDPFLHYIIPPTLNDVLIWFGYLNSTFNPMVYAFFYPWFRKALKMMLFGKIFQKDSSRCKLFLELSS
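Test system – hTAAR1-expressing CHO RD-HGA16 cells, Gα16-coupled · Reagent – β-PEA at EC80 concentration, post-compound challenge · Compound dosing – 3 µM, single point · Timing – 140 s kinetic read after compound, 140 s after agonist · Detection – Fluo-8 intracellular calcium dye fluorescence, real-time kinetic reads · Control set – DMSO and EC80 PEA controls · Repeats – n of 1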
CHO parental Ca = counter-screen for OX1R antagonists: effect in parental CHO cells. parental CHO-K1, ATP-induced calcium, Fluo-8 fluorescence. inhibition, % at 5.6 µM. actives 0.63% (n = 330,000). AID 463079;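 active means inhibition above that plate's mean sample inhibition plus 3 SD, cut at about 26% in these data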;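 further: 0% = ATP-challenged DMSO wells and 100% = DMSO wells without ATP; some compounds past the cut are filed as inactive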
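Material: Parental CHO cells | Reagent: ATP | Compound dosing: Single nominal dose of 5.6 µM per compound | Detection: Intracellular calcium via Fluo-8 no-wash fluorescent dye | Read-out: % inhibition of ATP-induced calcium mobilization | Benchmarks: Low control ATP plus DMSO, high control DMSO only | Replicates: Singlicate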
V1R ag counter = counter-screen for oxytocin receptor agonists: human V1a receptor agonists | AID 2797 | actives 0.25% (n = 320,000) | CHO-V1R cells, Fluo-8 calcium fluorescence, agonist mode; 0% DMSO, 100% 3 nM vasopressin | activation, % at 3 µM | P37288;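 active means activation above the mean activation of all tested compounds plus 3 SD, per screening run, cut at about 20% in these data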;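 further: signal is peak over basal fluorescence ratio across a 100 second FLIPR read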
Target sequence (P37288 whole entry, looked up): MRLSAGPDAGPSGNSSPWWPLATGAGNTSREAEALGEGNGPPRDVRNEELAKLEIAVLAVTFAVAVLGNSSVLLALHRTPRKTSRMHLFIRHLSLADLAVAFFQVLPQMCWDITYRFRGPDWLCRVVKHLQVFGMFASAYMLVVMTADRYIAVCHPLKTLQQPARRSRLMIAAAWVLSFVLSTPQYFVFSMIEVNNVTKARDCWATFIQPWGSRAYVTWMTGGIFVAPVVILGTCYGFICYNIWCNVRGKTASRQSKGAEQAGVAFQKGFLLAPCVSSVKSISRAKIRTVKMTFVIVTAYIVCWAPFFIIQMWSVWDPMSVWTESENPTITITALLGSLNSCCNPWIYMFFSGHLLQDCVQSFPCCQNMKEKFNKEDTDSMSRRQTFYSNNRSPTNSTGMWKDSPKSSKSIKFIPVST
M1 ag = human M1 muscarinic receptor agonism. P11229. CHO-K1 hM1, Fluo-8 calcium fluorescence, agonist mode; 0% DMSO, 100% acetylcholine EC100. activation, % at 3 µM. actives 0.33% (n = 360,000);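 active means activation above the run's mean compound activation plus 3 SD, cut at about 16% in these data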;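 further: peak over basal fluorescence ratio within a 140 s kinetic read after compound addition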
CHO-K1 Ca antag = M1 antagonist counterscreen hit in parental CHO-K1 cells; inhibition, % at 3 µM; actives 0.6% (n = 360,000); AID 602250; ATP-induced calcium, Fluo-8 fluorescence;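 active means inhibition above a per-plate cutoff, the plate's mean sample inhibition plus 3 SD, cut at about 24% in these data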;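 further: 0% = DMSO plus EC80 ATP and 100% = DMSO alone without ATP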
TAAR1 agonist = human TAAR1 agonism; activation, % at 3 µM; AID 624467; CHO RD-HGA16 TAAR1, Fluo-8 calcium fluorescence; vehicle wells 0%, saturating PEA agonist 100%; Q96RJ0; actives 0.99% (n = 360,000);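 active means activation above the mean activation of all test compounds in the run plus 3 SD, cut at about 38% in these data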
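System: CHO RD-HGA16 cells carrying human TAAR1 plus Gα16; Incubation: 17-24 h seeding, 75 min 37 °C dye, 30 min RT; Measured by: Fluo-8 fluorescence, 5 s baseline then 140 s kinetic read; Control set: DMSO and PEA EC100; Replication: single well for each compound.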
M1 PAM parental = counter-screen for M1 PAMs: effect in parental CHO-K1 cells | ATP EC20, Fluo-8 calcium fluorescence; 0% at ATP EC20, 100% at ATP max | activation, % at 3 µM | actives 0.02% (n = 360,000) | AID 602247;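 active means activation above the run cutoff, the mean activation of all test compounds plus 3 SD, cut at about 40% in these data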;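 further: peak over basal fluorescence ratio in a 140 s read after ATP addition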
M1 ag parental = counter-screen for M1 agonists: effect in parental CHO-K1 cells; actives 0.48% (n = 360,000); AID 602248; activation, % at 3 µM; Fluo-8 calcium fluorescence; scaled to maximal ATP response, vehicle zero; in the data active means activation above about 15%;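 further: untransfected CHO-K1 host cells lacking M1 receptor as counterscreen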
The depositor's hits bear a star; · = not tested or not shown. Hits appear at their usual frequency; 3.3% or so of the library scored in one or more.

SMILES	OXTR potentiate	TAAR1 antag	CHO parental Ca	V1R ag counter	M1 ag	CHO-K1 Ca antag	TAAR1 agonist	M1 PAM parental	M1 ag parental
Cc1ccc(-n2nnc(-c3cc4ccccc4nc3Cl)n2)cc1	-5	10	-8	0.1	-3	1	8	-13	-0.6
CC(C)(C)c1ccc(C(=O)Nc2ncn[nH]2)cc1	-9	4	-16	0.0	-4	-6	1	10	5.0
CC(=O)Nc1ccc(S(=O)(=O)c2ccnc3cc(Cl)ccc23)cc1	·	8	·	·	-1	-11	7	9	4.6
CCOC(=O)C1(C)CCCN(C(=O)c2c(F)cccc2F)C1 (centres undefined)	·	-6	·	·	-4	-6	1	13	0.5
O=C(CCc1nnc2ccc(N3CCCC3)nn12)Nc1cc(F)ccc1F	-6	-3	-5	2.1	-2	4	-1	-27	1.0
CN(CCc1ccccn1)C(=O)CCC1CCCN(C(=O)NC2CCCCC2)C1 (centres undefined)	-15	-18	-4	-0.8	-5	6	4	-7	5.7
O=C(Nc1nc(-c2ccccc2)cs1)NC1CCCCC1	-4	14	-19	-0.9	-6	-18	19	29	11
Cc1cccc(-n2c3nc(=O)[nH]c(=O)c-3cc3c(C)nn(-c4ccccc4)c32)c1C	-6	-2	4	0.9	-6	-4	0	14	0.6
CC1CC(C)CN(c2oc(-c3ccco3)nc2C#N)C1 (centres undefined)	-2	-8	-28	-2.2	-8	-8	2	15	-0.4
Cc1cccn2cc(CNS(=O)(=O)c3ccc4ccccc4c3)nc12	-9	-26	-7	9.3	0	12	4	6	6.6
CCn1cnc2c1c(=O)n(Cc1cccc([N+](=O)[O-])c1)c(=O)n2Cc1ccccc1	-10	14	-23	1.6	-9	-18	-1	-3	2.6
COc1ccc(C(O)c2nccn2Cc2ccccc2)cc1 (centres undefined)	-7	12	-8	1.0	-6	17	6	-9	0.5
O=C(NCCN1C(=O)CSC1=O)C1CC(=O)N(c2ccccc2)C1 (centres undefined)	1	2	-12	0.5	-4	-3	11	20	0.2
O=C(N/N=C/c1cc([N+](=O)[O-])ccc1O)Nc1ccccc1	-7	22	-16	1.2	0	-2	6	-1	5.3
COC(=O)C1SCC2C(=O)N(Cc3cccc(C)c3)CC(=O)N21 (centres undefined)	-7	-4	-2	0.0	-4	1	2	11	-0.5
COc1cccc(Cn2c3ccc(NC(=O)CC(C)C(F)(F)F)cc3c(=O)n2C)c1 (centres undefined)	·	9	·	·	1	-1	3	-12	1.6
COC(=O)c1ccc(CSc2nnc(-c3ccncc3)o2)cc1	-16	2	1	3.5	0	1	-1	-8	0.0
CC(=O)NC(C)(c1ccccc1)c1nc(-c2cnc3ccccc3c2)cs1 (centres undefined)	·	-8	·	·	-3	-5	0	11	0.6
Cc1nc(SCC(=O)NCc2ccc(F)cc2)c2c(=O)n(C)c(=O)n(C)c2n1	-6	2	-6	0.7	-2	-2	2	-4	0.3
COc1ccc(CC(=O)NCCC(C)C)cc1S(=O)(=O)N1CCOCC1	-18	-12	-13	0.1	-6	-2	0	15	2.7
CCOC(=O)c1cc2sccc2n1CC(=O)OC	-8	-1	-14	0.4	-6	-1	4	20	0.5
Cc1ccc(S(=O)(=O)c2c(C)nn(C(C)(C)C)c2OC(=O)C2CCCC2)cc1	-12	-7	29	0.8	6	0	14	24	3.7
CC1CCCN(c2ccc3nncn3n2)C1 (centres undefined)	0	-2	-3	0.9	-7	-17	-1	16	1.2
O=C(NCC1CCCO1)c1onc(CSc2cccc3ccccc23)c1C(=O)O (centres undefined)	-9	3	-4	0.6	1	4	7	-10	-0.1
Cc1cccc(NC(=O)CSc2nnnn2-c2cccnc2)c1	-8	-18	-24	1.5	-2	-1	8	-10	0.4
CCS(=O)(=O)NC(=O)C1(C)CCN1C(=O)C1(c2ccc(Cl)cc2)CC1 (centres undefined)	·	-3	·	·	4	1	7	-7	-0.3
CC(C)C(c1nnnn1C1CCCCC1)N1CCc2ccccc21 (centres undefined)	-15	1	-7	-1.3	-4	-5	0	5	-0.8
OCC1(Cc2ccc(Cl)cc2)CCN(Cc2ccc(F)c(F)c2)CC1	1	-7	-14	1.6	-1	-14	7	23	4.5
O=C(CCN1C(=O)c2cccc3cccc(c23)C1=O)NCc1ccco1	0	2	-10	0.4	-2	16	4	-5	0.1
O=C(COC(=O)CCc1nc2ccccc2s1)NCc1ccco1	-5	10	1	-0.9	-4	-7	0	-8	-0.3
Nc1nc2ccccc2cc1-c1cccs1	-5	-11	0	0.7	-7	-16	4	-7	2.5
COc1ccc(-c2cccc(C(=O)Nc3ccc(OC)c(OC)c3)c2)cc1	-6	41	-16	1.5	6	-3	11	-2	1.4
CCn1c(SCC(=O)NC(C)(C)C)nnc1-c1ccoc1C	-3	11	-8	-1.2	-3	-8	7	17	0.2
CCCCc1cc(=O)oc2c3c(cc(OCC(=O)NCCCO)c12)OC(C)(C)CC3	-5	15	-14	2.8	-5	2	7	-6	2.4
O=C(O)c1ccc2c(c1)N(Cc1ccccc1)C(=O)c1ccccc1S2=O (centres undefined)	-3	6	-12	-0.1	1	-6	2	8	0.0
CCOC(=O)c1[nH]c(COC(=O)C2CC(=O)N(Cc3ccccc3)C2)c(C(=O)OCC)c1C (centres undefined)	-13	0	-21	0.5	-3	-4	11	8	0.5
CCOc1cccc(/C=C2\NC(=S)N(c3ccccc3)C2=O)c1O	-24	5	-6	12	7	-8	10	2	9.7
COc1ccc(OC)c(C2C(C#N)=C(N)Oc3c2c(C)nn3-c2cccc(Cl)c2)c1 (centres undefined)	-11	10	-16	8.2	2	-10	19	16	1.1
COc1cccc2sc3cc(NCc4ccc5c(c4)OCO5)ccc3c(=O)c12	-3	-8	-17	0.3	1	1	10	-1	-0.5
CC(=O)Nc1ccc(NC(=O)C(C)OC(=O)CCCN=C2NS(=O)(=O)c3ccccc32)cc1 (centres undefined)	-9	-20	22	0.2	8	18	3	-17	0.5
CCOC(=O)c1[nH]c(C)c(/C(O)=C2\C(=O)C(=O)N(CCCN(CC)CC)C2c2cccnc2)c1C (centres undefined)	-5	-4	4	1.1	-6	-5	19	10	0.7
Cc1[nH]c(C)c(S(=O)(=O)NCC(C)c2ccccc2)c1C(=O)N1CCCCC1 (centres undefined)	-8	-1	-23	0.4	-1	-8	5	10	0.1
CC(=O)C1=C(NC(=O)c2ccc(C(F)(F)F)cc2)C[C@@H]2[C@H]1C2(C)C	-5	-28	-14	0.5	-2	-9	3	7	0.6
COc1ccc(C(CNC(=O)C2CC(=O)N(Cc3ccc(C)cc3)C2)N(C)C)cc1 (centres undefined)	1	-2	-5	-0.9	-4	4	5	7	-0.1
Cc1cc2[nH]ncc2cc1NC(=S)NC(=O)c1ccccc1	-18	-22	-8	6.0	2	-4	12	13	1.1

Some of these compounds in order of their number in TAAR1 antag, rising:
Structure | OXTR potentiate | TAAR1 antag
OCC1(Cc2ccc(Cl)cc2)CCN(Cc2ccc(F)c(F)c2)CC1 | 1 | -7
O=C(NCC1CCCO1)c1onc(CSc2cccc3ccccc23)c1C(=O)O (centres undefined) | -9 | 3
O=C(COC(=O)CCc1nc2ccccc2s1)NCc1ccco1 | -5 | 10
CCCCc1cc(=O)oc2c3c(cc(OCC(=O)NCCCO)c12)OC(C)(C)CC3 | -5 | 15

Further entries:
SMILES	OXTR potentiate	TAAR1 antag	CHO parental Ca	V1R ag counter	M1 ag	CHO-K1 Ca antag	TAAR1 agonist	M1 PAM parental	M1 ag parental
c1ccc(CCNc2ncnc3c2cnn3-c2ccccc2)cc1	3	21	-25	-0.6	-6	4	6	8	2.0
N#Cc1c(N2CCCC2)ccc(Br)c1Cl	-11	-20	-3	-0.4	0	2	8	3	-0.2
CCCCC(=O)NC1(C(F)(F)F)C(=O)N(CC(C)C)C2=C1C(=O)CC(C)(C)C2 (centres undefined)	2	4	-16	0.1	-1	-5	-1	2	-0.5
CC(O)(c1ccc(F)c(F)c1)c1nc(-c2cc3ccccc3o2)cs1 (centres undefined)	·	24	·	·	3	-1	5	-6	2.2
COc1cc(OC)cc(C(=O)OC(C)C(=O)NC2CCCc3ccccc32)c1 (centres undefined)	-3	3	5	1.0	-2	12	7	7	8.8
CCN(CC(=O)Nc1sc2c(c1C#N)CCCC2)CC(=O)NC1CCS(=O)(=O)C1 (centres undefined)	-5	-23	1	0.2	-2	-7	0	4	0.5
CCOC(=O)C(CC)n1nc(C)n2c(cc3occc32)c1=O (centres undefined)	-9	6	-11	-1.1	-2	-12	3	18	-0.1
Cc1ccc(/C=C2/NC(=O)N(Cc3ccc(Br)cc3)C2=O)o1	-10	8	-13	0.9	-1	-7	2	22	1.5
CN1C(=S)N2CCCN2C1c1ccccc1 (centres undefined)	1	-15	-10	0.2	-2	3	4	6	0.3
O=C(CSc1nc2cccnc2n1Cc1ccccc1)NC1CCCCC1	4	-7	-10	-1.1	-5	-6	1	21	1.2
O=C(CN1CCN(Cc2ccc(F)cc2Cl)CC1)NCc1ccccc1	-16	-1	-14	0.4	-4	7	-1	15	0.2
CCCNC(=O)C1(C)CCCN(Cc2ccc3c(c2)OCO3)C1 (centres undefined)	·	-5	·	·	-6	-4	2	16	0.6
O=C1N(c2ccccc2)c2ccccc2C1(O)C(F)(F)F (centres undefined)	-16	-21	-3	0.1	-6	-2	-1	4	-0.2
NC(=O)[C@@H]1CCCNc2c(F)cc([N+](=O)[O-])cc2C(=O)N[C@@H](CO)C(=O)N[C@@H](Cc2ccc(O)cc2)C(=O)N1	-14	22	-1	0.3	-7	0	0	-1	-0.5
O=C(O)c1cccc(S(=O)(=O)N2CCN(S(=O)(=O)c3ccc4ccccc4c3)CC2)c1	·	-16	·	·	0	-1	5	3	1.3
COc1ccccc1CNC(=O)C1CCC(CNS(=O)(=O)c2cccs2)CC1 (centres undefined)	-2	-12	-9	2.5	-8	-17	6	21	3.4
COC/C=C/C1=CC2=CC(=O)C(C)(OC(=O)c3cnc4ccccc4n3)C(=O)C2=CN1Cc1ccc(OC)cc1 (centres undefined)	-5	-5	-17	0.8	-4	-1	3	5	-0.5
O=c1oc2ccccc2cc1-c1nc(-c2ccccc2)no1	-9	·	8	0.8	-2	-5	·	18	0.3

Random excerpt: 2 records from the list
SMILES	OXTR potentiate	TAAR1 antag	CHO parental Ca	V1R ag counter	M1 ag	CHO-K1 Ca antag	TAAR1 agonist	M1 PAM parental	M1 ag parental
CC(C)C(c1nnnn1C1CCCCC1)N1CCc2ccccc21 (centres undefined)	-15	1	-7	-1.3	-4	-5	0	5	-0.8
CCOC(=O)C(CC)n1nc(C)n2c(cc3occc32)c1=O (centres undefined)	-9	6	-11	-1.1	-2	-12	3	18	-0.1
